High-throughput results deposited in PubChem by several laboratories.
HIV fusion peptide = inhibitors of HIV fusion peptide binding, primary screen, biochemical, uHTS, fluorescence dequenching (AID 1986). hit rate 0.3% among 290,000. cell-free peptide binding, fluorescence dequenching, 30 min; higher % means a stronger effect. one-dose inhibition, % at 20 µM; IC50 in µM for titrated hits; in the data active = inhibition mostly above about 52%, no sharp cut-off; inactive = mostly below about 76%; also: some results filed as inactive read as strong as hits
NOD1 inhibition = NOD1 signaling inhibitors, primary screen, cell-based, luminescence, uHTS (AID 1578). hit rate 1% among 290,000. NOD1-driven NF-kB luciferase reporter cells, luminescence; higher % means a stronger effect. one-dose inhibition, % at 4 µM; EC50 in µM for titrated hits; in the data active = inhibition mostly above about 36%, no sharp cut-off; inactive = mostly below about 34%;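 also: HEK-293T reporter cells stimulated with the NOD1 agonist gamma-tri-DAP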
MgcRacGAP inhibition = MgcRacGAP GTPase-activating activity inhibitors, confirmation, biochemical, ADP Hunter fluorescence. Rac GTPase-activating protein 1 (Homo sapiens). MgcRacGAP-stimulated Rac1 GTP hydrolysis, ADP Hunter fluorescence; higher % means a stronger effect; GST-tagged Rac1 F28L mutant substrate. inhibition, % at 30 µM, or IC50 in µM where a hit was titrated. hit rate 0.6% among 340,000;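 active = first-screen hits whose inhibition reached a set limit at any dose in the follow-up dose series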;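 also: fluorescence reports GDP produced by GAP-driven GTP hydrolysis; strong numbers were not always called active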
GPR55 antagonists = GPR55 antagonists blocking LPI-driven arrestin recruitment, primary screen, imaging, U2OS, beta-arrestin-GFP, LPI agonist (AID 2013) | G-protein coupled receptor 55 (Homo sapiens) | U2OS GPR55 beta-arrestin-GFP translocation imaging, LPI antagonism; higher % means a stronger effect | one-dose inhibition, % at 10 µM; IC50 in µM for titrated hits | hit rate 0.13% among 290,000;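 active = spots per cell inhibited over 60%, with over 100 cells counted and total cytoplasm intensity under 500,000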;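 also: U2OS cells stably carrying GPR55 and arrestin-GFP stimulated by 5 µM LPI near EC80; imaged beta-arrestin-GFP aggregate spots per cell after agonist stimulation; plate controls were LPI-stimulated DMSO wells for no effect and DMSO wells without LPI for full effect; some results filed as inactive read as strong as hits; confirmed hits need IC50 under 10 µM and bright autofluorescent wells are also inconclusive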
SV40 large T antigen = SV40 large T antigen inhibitors, biochemical (AID 1903) | SV40 large T antigen ATPase/helicase inhibition assay; higher % means a stronger effect | inhibition, % at 20 µM; hits with a dose series show IC50 in µM | hit rate 0.39% among 310,000; in the data active = a potency from the dose series; also: strong numbers were not always called active
KOR beta-arrestin-1 = KOR antagonists, beta-arrestin recruitment, cell-based, luminescence, uHTS (AID 1778) | Kappa-type opioid receptor (Homo sapiens) | KOR beta-arrestin recruitment, luminescence, antagonist mode; higher % means a stronger effect | inhibition, % at 10 µM, or IC50 in µM where a hit was titrated | hit rate 0.091% among 290,000; also: strong numbers were not always called active
NOD2 inhibition = NOD2 signaling inhibitors, cell-based, luminescence, uHTS, HEK293 (AID 1566); HEK293 NOD2/NF-kB luciferase reporter, luminescence; higher % means a stronger effect; inhibition, % at 4 µM, or EC50 in µM where a hit was titrated; hit rate 0.63% among 290,000; also: many of its hits are not listed in these tables
KOR beta-arrestin-2 = KOR agonists, beta-arrestin recruitment, primary screen, cell-based, luminescence, uHTS (AID 1777) | Kappa-type opioid receptor (Homo sapiens) | hit rate 0.02% among 280,000 | KOR beta-arrestin recruitment, luminescence; higher % means a stronger effect | activation, % at 10 µM; hits with a dose series show EC50 in µM; in the data active = activation above about 50%, passing the limit was not always enough; also: a part of the inactive calls stands beside numbers as strong as those of hits
GPR55 beta-arrestin = GPR55 agonists via beta-arrestin recruitment, primary screen, imaging, U2OS cells, beta-arrestin-GFP redistribution (AID 1961) | U2OS GPR55 beta-arrestin-GFP redistribution imaging; higher % means a stronger effect | activation, % at 10 µM, or EC50 in µM where a hit was titrated | hit rate 0.048% among 290,000;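 active = activation above 40% with more than 50 cells counted in the well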;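 also: U2OS osteosarcoma cells stably expressing GPR55 and beta-arrestin-GFP; plate controls were DMSO negative control for no effect and LPI positive control for full effect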
Numbers without * were called inactive; [ ] = another dose, or the depositor's remark. Rule as the data show it, unless noted: active = inhibition above about 50%; inactive = the rest. Only part of the results is shown; count on the stated rates, not on these rows.

Results for COc1ccc(C2/C(=C(\O)c3cccc(OC)c3)C(=O)C(=O)N2c2ccccn2)cc1 (stereo not drawn) ?
HIV fusion peptide: 0.5%; NOD1 inhibition: 23.3%; MgcRacGAP inhibition: 2.9%; GPR55 antagonists: -2.5%; SV40 large T antigen: 5.7%; KOR beta-arrestin-1: -16.0%; NOD2 inhibition: 16.9%; KOR beta-arrestin-2: 8.0%; GPR55 beta-arrestin: 0.2%

Results for COC(=O)c1cc(COc2ccc3oc(C)c(C(=O)OC)c3c2)c(C)o1 ?
HIV fusion peptide: 1.8%; NOD1 inhibition: 21.0%; MgcRacGAP inhibition: 5.6%; GPR55 antagonists: 8.8%; SV40 large T antigen: -2.7%; KOR beta-arrestin-1: -33.6%; NOD2 inhibition: 33.0%; KOR beta-arrestin-2: -4.8%; GPR55 beta-arrestin: -0.1%

What do the screens show for `C/C(=N\Nc1cccc(C(=O)O)c1)c1cc2ccccc2o1`?
HIV fusion peptide: 17.8%; NOD1 inhibition: -64.2%; MgcRacGAP inhibition: 26.3%; GPR55 antagonists: 3.3%; SV40 large T antigen: 20.6%; KOR beta-arrestin-1: -27.6%; NOD2 inhibition: -39.1%; KOR beta-arrestin-2: 1.7%; GPR55 beta-arrestin: -0.4%

What do the screens show for `COc1cccc(CNC(=O)CCC2CCCN(C(=O)c3cccc4c(C)c(C)[nH]c34)C2)c1` (stereo not drawn)?
HIV fusion peptide: -0.8%; NOD1 inhibition: -25.8%; MgcRacGAP inhibition: 7.5%; GPR55 antagonists: 1.7%; SV40 large T antigen: 4.2%; KOR beta-arrestin-1: 12.7%; NOD2 inhibition: 8.9%; KOR beta-arrestin-2: 3.6%; GPR55 beta-arrestin: -0.3%

What do the screens show for `O=C(N=C1SC2CS(=O)(=O)CC2N1Cc1ccccc1Cl)C1CC1` (stereo not drawn)?
HIV fusion peptide: -0.9%; NOD1 inhibition: -16.7%; MgcRacGAP inhibition: -8.6%; GPR55 antagonists: 12.2%; SV40 large T antigen: 10.5%; KOR beta-arrestin-1: -8.2%; NOD2 inhibition: 3.6%; KOR beta-arrestin-2: -3.5%; GPR55 beta-arrestin: -0.1%

What do the screens show for `Cc1ccccc1NC(=O)Cn1c([N+](=O)[O-])cnc1C`?
HIV fusion peptide: -1.8%; NOD1 inhibition: -16.5%; MgcRacGAP inhibition: -1.3%; GPR55 antagonists: -5.1%; SV40 large T antigen: 18.3%; KOR beta-arrestin-1: 17.0%; NOD2 inhibition: 0.6%; KOR beta-arrestin-2: 2.2%; GPR55 beta-arrestin: -0.3%

How did O=C(O)CSCC(=O)Nc1cccc(C(F)(F)F)c1 do in these assays?
HIV fusion peptide: -0.8%; NOD1 inhibition: 4.6%; MgcRacGAP inhibition: 5.1%; GPR55 antagonists: 7.4%; SV40 large T antigen: 19.0%; KOR beta-arrestin-1: -28.3%; NOD2 inhibition: 4.2%; KOR beta-arrestin-2: -1.5%; GPR55 beta-arrestin: 0.3%

Results for O=C(O)CCC(=O)Nc1ccc(-n2ccc(C(F)(F)F)n2)cc1 ?
HIV fusion peptide: 0.9%; NOD1 inhibition: 4.4%; MgcRacGAP inhibition: -1.5%; GPR55 antagonists: -10.2%; SV40 large T antigen: 23.9%; KOR beta-arrestin-1: 1.4%; NOD2 inhibition: -11.7%; KOR beta-arrestin-2: 6.8%; GPR55 beta-arrestin: -0.2%

How did Cc1ccc(C(=O)ONc2ccc(N=NC(=O)c3ccccc3O)cc2)cc1 do in these assays?
HIV fusion peptide: -0.7%; NOD1 inhibition: -72.1%; MgcRacGAP inhibition: 5.5%; GPR55 antagonists: 6.8%; SV40 large T antigen: 20.2%; KOR beta-arrestin-1: -23.6%; NOD2 inhibition: -162.0%; KOR beta-arrestin-2: -1.2%; GPR55 beta-arrestin: 0.2%

How did O=c1oc2ccc([N+](=O)[O-])cc2c(N2CCOCC2)c1[N+](=O)[O-] do in these assays?
HIV fusion peptide: -0.9%; NOD1 inhibition: -27.5%; GPR55 antagonists: 6.2%; SV40 large T antigen: 3.8%; KOR beta-arrestin-1: -12.2%; NOD2 inhibition: 10.5%; KOR beta-arrestin-2: 2.4%; GPR55 beta-arrestin: -0.5%

How did COc1cc(-c2nnc(SCC(=O)N3CCOCC3)o2)cc(OC)c1OC do in these assays?
HIV fusion peptide: 0.3%; NOD1 inhibition: -21.8%; MgcRacGAP inhibition: 5.0%; GPR55 antagonists: -1.5%; SV40 large T antigen: 9.4%; KOR beta-arrestin-1: 32.1%; NOD2 inhibition: 4.1%; KOR beta-arrestin-2: -4.2%; GPR55 beta-arrestin: -0.1%

How did O=C(CSc1nnc(-c2cccnc2)n1-c1ccccc1)Nc1ccc2c(c1)OCO2 do in these assays?
HIV fusion peptide: -0.4%; MgcRacGAP inhibition: 8.1%; GPR55 antagonists: -7.1%; SV40 large T antigen: 18.3%; KOR beta-arrestin-1: 4.8%; NOD2 inhibition: -8.4%; KOR beta-arrestin-2: -2.5%; GPR55 beta-arrestin: 0.2%

Results for Cc1nc2c(-c3ccc(F)cc3)c(C)nn2c(C)c1CCC(=O)N1CCN(c2ccccc2)CC1 ?
HIV fusion peptide: 0.7%; NOD1 inhibition: -8.7%; MgcRacGAP inhibition: 3.0%; GPR55 antagonists: 11.0%; SV40 large T antigen: 16.5%; KOR beta-arrestin-1: 24.8%; NOD2 inhibition: 7.6%; KOR beta-arrestin-2: -0.7%; GPR55 beta-arrestin: -0.1%

What do the screens show for `C/C(CC(=O)Nc1cccc2c1CCCC2)=N\NC=O`?
HIV fusion peptide: 0.9%; NOD1 inhibition: -41.0%; MgcRacGAP inhibition: 6.5%; GPR55 antagonists: 1.0%; KOR beta-arrestin-1: 19.3%[20 µM]; NOD2 inhibition: 1.0%; KOR beta-arrestin-2: -3.0%; GPR55 beta-arrestin: -0.2%

How did COc1cccc(C(=O)Nc2cccc(SC)c2)c1 do in these assays?
HIV fusion peptide: 1.7%; NOD1 inhibition: -64.9%; MgcRacGAP inhibition: 7.2%; GPR55 antagonists: 9.3%; SV40 large T antigen: 16.1%; KOR beta-arrestin-1: -8.6%; NOD2 inhibition: -66.4%; KOR beta-arrestin-2: 4.3%; GPR55 beta-arrestin: -0.3%

How did CCOC(=O)C(=O)Nc1ccccc1C(=O)Nc1ccc(OC)cc1 do in these assays?
HIV fusion peptide: -2.3%; NOD1 inhibition: -2.3%; MgcRacGAP inhibition: -2.4%; GPR55 antagonists: 2.2%; SV40 large T antigen: 5.3%; KOR beta-arrestin-1: 8.0%; NOD2 inhibition: -4.1%; KOR beta-arrestin-2: -0.9%; GPR55 beta-arrestin: -0.1%

How did O=C(CNc1cccc(S(=O)(=O)N2CCOCC2)c1)N1CCc2ccccc21 do in these assays?
HIV fusion peptide: -1.1%; NOD1 inhibition: 5.3%; MgcRacGAP inhibition: 5.5%; GPR55 antagonists: -6.0%; KOR beta-arrestin-1: 25.9%; NOD2 inhibition: 12.5%; KOR beta-arrestin-2: -2.6%; GPR55 beta-arrestin: -0.1%

How did Cc1sc2nc(C(C)C)nc(SCC(=O)N3CCN(C(=O)c4ccco4)CC3)c2c1C do in these assays?
HIV fusion peptide: 1.2%; NOD1 inhibition: 21.7%; MgcRacGAP inhibition: 2.7%; GPR55 antagonists: 5.5%; SV40 large T antigen: 0.3%; KOR beta-arrestin-1: 15.0%; NOD2 inhibition: 18.8%; KOR beta-arrestin-2: 0.6%; GPR55 beta-arrestin: -0.2%

What do the screens show for `O=S(=O)(Nc1cccc(-c2ccc(N3CCCCCC3)nn2)c1)c1ccccc1F`?
HIV fusion peptide: -0.3%; NOD1 inhibition: -0.9%; MgcRacGAP inhibition: 11.2%; GPR55 antagonists: -16.6%; SV40 large T antigen: 8.4%; KOR beta-arrestin-1: -57.5%; NOD2 inhibition: -16.6%; KOR beta-arrestin-2: -1.4%; GPR55 beta-arrestin: 0.3%

What do the screens show for `N#CCCCCN1c2cccc3cccc(c23)S1(=O)=O`?
HIV fusion peptide: -0.7%; NOD1 inhibition: 0.9%; MgcRacGAP inhibition: 10.8%; GPR55 antagonists: -7.6%; SV40 large T antigen: 8.9%; KOR beta-arrestin-1: 33.2%; NOD2 inhibition: 7.9%; KOR beta-arrestin-2: -5.1%; GPR55 beta-arrestin: -0.2%

What do the screens show for `CN(C(=O)CN1C(=O)S/C(=C\c2ccccc2F)C1=O)C1CCS(=O)(=O)C1` (stereo not drawn)?
HIV fusion peptide: 0.3%; NOD1 inhibition: -11.4%; MgcRacGAP inhibition: 6.3%; GPR55 antagonists: 22.1%; SV40 large T antigen: 12.0%; KOR beta-arrestin-1: 8.2%; NOD2 inhibition: 14.8%; KOR beta-arrestin-2: 4.4%; GPR55 beta-arrestin: -0.1%

What do the screens show for `c1ccc(-c2oc3ncnc(NCCN4CCOCC4)c3c2-c2ccccc2)cc1`?
HIV fusion peptide: 0.2%; NOD1 inhibition: 30.2%; MgcRacGAP inhibition: 6.2%; GPR55 antagonists: -14.1%; SV40 large T antigen: 12.9%; KOR beta-arrestin-1: -53.0%; NOD2 inhibition: -38.0%; KOR beta-arrestin-2: 12.3%; GPR55 beta-arrestin: 0.3%

How did CC1=NN(C(=O)c2ccccc2C)C(O)(c2ccc(Cl)cc2)C1 (stereo not drawn) do in these assays?
HIV fusion peptide: -2.2%; NOD1 inhibition: -46.6%; MgcRacGAP inhibition: 6.2%; GPR55 antagonists: 5.7%; SV40 large T antigen: 5.7%; KOR beta-arrestin-1: -10.4%[20 µM]; NOD2 inhibition: 8.8%; KOR beta-arrestin-2: -4.5%; GPR55 beta-arrestin: -0.1%

What do the screens show for `COCCn1c(Cc2ccccc2)nnc1SCC(=O)Nc1ccccc1`?
HIV fusion peptide: 0.5%; NOD1 inhibition: -33.9%; MgcRacGAP inhibition: -2.0%; GPR55 antagonists: -0.3%; SV40 large T antigen: 10.1%; KOR beta-arrestin-1: -45.4%[20 µM]; NOD2 inhibition: -14.3%; KOR beta-arrestin-2: -6.0%; GPR55 beta-arrestin: 0.5%

How did COc1ccc(S(=O)(=O)N2CCCCC2)cc1N(C)S(=O)(=O)c1ccccc1 do in these assays?
HIV fusion peptide: -0.2%; NOD1 inhibition: -30.8%; MgcRacGAP inhibition: -3.0%; GPR55 antagonists: 3.5%; SV40 large T antigen: 2.3%; KOR beta-arrestin-1: -13.7%; NOD2 inhibition: -6.2%; KOR beta-arrestin-2: 1.6%; GPR55 beta-arrestin: -0.1%

What do the screens show for `O=C(COc1ccc(S(=O)(=O)NC2CCCC2)cc1)N1CCCCCC1`?
HIV fusion peptide: -2.2%; NOD1 inhibition: -9.0%; MgcRacGAP inhibition: 6.0%; GPR55 antagonists: 7.9%; SV40 large T antigen: 1.3%; KOR beta-arrestin-1: 6.3%; NOD2 inhibition: 0.7%; KOR beta-arrestin-2: -0.4%; GPR55 beta-arrestin: -0.3%
